ERG-DNA inh: blocks human ERG Ets domain binding to DNA; P11308; fluorescence polarization, His-ERG Ets domain / labelled DNA; Potency, µM (titrated, usually from 76.9 µM), for the others: top-dose FP activity, negative = inhibition, usual class: inhibitors; 370,000 tested, 0.028% active; active = well fitted inhibition curve with a large enough effect in the polarisation, with a control signal flat; inconclusive = small, poorly fitted or top-dose-only effect, or effect the other way, or a change in a side signal; inactive = no such curve, though single readings can be large or run the other way; the % refers to the polarisation;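 note: polarization taken with two DNA probes labelled with fluorescein and Texas red; potency is the fitted concentration of half-maximal effect; % of control where 0% means no effect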
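His-tagged ERG Ets domain (1 uM in the protein solution; 300mM KCl, 50mM Tris-HCl, 1mM EDTA, 1mM DTT, pH 7.5) received compound, then a probe mix of 5 nM fluorescein-DNA and 100nM Texas-615-DNA. Fluorescence polarization was read for both dyes.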
HP1b binding inh: inhibitors of HP1-beta chromodomain binding to methylated histone tails; AlphaScreen HP1-beta / biotin-H3K9me3 peptide binding; 390,000 tested, 0.56% active; AID 540317; Potency, µM (highest dose often 114 µM), inactives show at the highest dose activity change, negative = inhibition, usual class: inhibitors; P83916; note: potency is the fitted concentration of half-maximal effect; nearly all actives have a fitted effect of over 70% in size; inactives centre near 23
Target sequence (P83916 whole entry, looked up): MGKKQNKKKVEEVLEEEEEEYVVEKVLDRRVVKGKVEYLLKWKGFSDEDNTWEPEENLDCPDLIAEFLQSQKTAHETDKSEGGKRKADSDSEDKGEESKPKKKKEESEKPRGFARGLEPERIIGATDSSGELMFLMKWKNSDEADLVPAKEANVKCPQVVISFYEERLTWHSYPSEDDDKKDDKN
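AlphaScreen: HP1-beta (50 nM) preformed 30 min with biotin-H3(1-18)K9me3 peptide (50 nM) in PBS pH 7.4, 0.01% Tween-20. Compound added for 30 min at RT, then streptavidin donor/nickel chelate acceptor beads (10 ug/mL) for 30 min.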
JMJD2A Tudor inh: JMJD2A Tudor domain (human) inhibition. AlphaScreen JMJD2A-Tudor / H3K4me3 peptide binding. 390,000 tested, 4.4% active. Potency, µM (series often up to 114 µM), for the others: top-dose activity change, negative = inhibition, hits mostly inhibitors; note: potency is the fitted concentration of half-maximal effect; % is set by controls: 0 for no effect and ±100 for the full control effect; nearly all actives have a fitted effect of over 50% in size
G9a block: G9a (human) methyltransferase inhibition; 350,000 tested, 8.8% active; G9a H3K9 monomethylation, AlphaScreen, 2 h; Potency, µM (doses to about 102 µM), for the others: at the top dose activity, negative = inhibition, hits mostly inhibitors; Q96KQ7; note: potency is the fitted concentration of half-maximal effect; % is set by controls: 0 for no effect and ±100 for the full control effect; nearly all actives have a fitted effect of over 75% in size
Target sequence (Q96KQ7 913-1193 limits assumed): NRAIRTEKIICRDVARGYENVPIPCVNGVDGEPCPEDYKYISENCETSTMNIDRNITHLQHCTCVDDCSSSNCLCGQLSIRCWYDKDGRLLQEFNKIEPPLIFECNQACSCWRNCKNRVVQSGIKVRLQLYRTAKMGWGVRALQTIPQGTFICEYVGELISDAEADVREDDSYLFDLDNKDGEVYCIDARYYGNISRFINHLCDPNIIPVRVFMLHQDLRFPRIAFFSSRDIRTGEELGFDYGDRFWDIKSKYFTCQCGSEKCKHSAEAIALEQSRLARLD
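Quantitative HTS format: methyltransferase activity on a biotin-tagged H3K9 peptide is measured by AlphaScreen, using a rabbit anti-monomethyl-H3K9 antibody with streptavidin donor and anti-IgG acceptor beads. Final levels are 20 nM enzyme, 500 nM peptide, 20 uM SAM; 2 h RT.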
GLS inhibitor: glutaminase GLS (human) inhibition; AID 624170; Potency, µM (series often up to 45.5 µM), inactives show at the top dose activity change, negative = inhibition, usual class: inhibitors; O94925; 410,000 tested, 0.21% active; GLS enzymatic activity, qHTS titration; note: potency is the fitted concentration of half-maximal effect; % is set by controls: 0 for no effect and ±100 for the full control effect
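Compounds were pin-transferred onto hKGA, after which L-glutamine (1 mM solution) and a detection mix of glutamate oxidase, HRP and Amplex Red were added. Initial and 30 min RT fluorescence reads were collected.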
Pin1 inhibitor: blocks the human prolyl isomerase Pin1 | 390,000 tested, 0.009% active | Pin1 FP peptide displacement, HiFluor488, 10 min | Q13526 | AID 504891 | Potency, µM (top dose mostly 115 µM), for the others: at the highest dose activity, negative = inhibition, usual class: inhibitors; active = well fitted inhibition curve with a large enough effect in the polarisation, with a control signal flat, not every such curve was filed as active; inconclusive = small, poorly fitted or top-dose-only effect, or effect the other way, or a change in a side signal; inactive = no such curve, though single readings can be large or run the other way; the % refers to the polarisation; note: potency is the fitted concentration of half-maximal effect; % is set by controls: 0 for no effect and ±100 for the full control effect
PI4K2A block: blocks human PI4K2A kinase activity; Q9BTU6; 420,000 tested, 0.13% active; activity change, negative = inhibition, % at 76.9 µM; purified PI4K2A, ADP-Glo luminescence, 1 h; hits give low values; in the data active = activity change below about -50%; inconclusive = mostly about -30% to -49%;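 note: -100% = wells without enzyme as full effect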
Target sequence (Q9BTU6 whole entry, looked up): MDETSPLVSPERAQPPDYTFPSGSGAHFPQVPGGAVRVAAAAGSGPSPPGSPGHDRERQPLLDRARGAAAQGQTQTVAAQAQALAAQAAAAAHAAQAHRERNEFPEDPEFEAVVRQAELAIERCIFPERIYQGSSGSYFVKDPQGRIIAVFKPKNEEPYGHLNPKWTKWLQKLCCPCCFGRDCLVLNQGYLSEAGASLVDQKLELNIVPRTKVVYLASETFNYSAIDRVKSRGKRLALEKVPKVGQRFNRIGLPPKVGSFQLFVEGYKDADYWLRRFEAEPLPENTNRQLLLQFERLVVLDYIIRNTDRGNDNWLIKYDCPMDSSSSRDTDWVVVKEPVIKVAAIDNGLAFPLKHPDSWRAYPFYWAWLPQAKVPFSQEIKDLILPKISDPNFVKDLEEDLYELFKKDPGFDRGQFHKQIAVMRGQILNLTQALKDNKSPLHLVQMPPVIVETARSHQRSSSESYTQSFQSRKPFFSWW
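ADP-Glo luminescence measured ADP generated by PI4K2A enzyme (4 ug/mL before mixing) with 1.2 mM PI substrate (pre-mix) and 300 microM ATP (pre-mix). Tris pH7.5 buffer with MgCl2, Triton X-100; 1 h reaction at ambient temperature.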
PGK inhibitor: T. brucei PGK inhibition; 380,000 tested, 0.043% active; PGK/GAPDH coupled, Kinase-Glo luminescence, 60 min; Potency, µM (titrated, usually from 57.5 µM), without a hit: top-dose activity change, negative = inhibition, usual class: inhibitors; note: potency is the fitted concentration of half-maximal effect; % is set by controls: 0 for no effect and ±100 for the full control effect; nearly all actives have a fitted effect of over 60% in size
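Recombinant glycosomal PGK reaction used 1,3-bisphosphoglycerate generated in-well by GAPDH (100nM final) in 100mM TEA pH 7.6, 5mM MgCl2, 0.01% Tween-20. After 60 minutes at room temperature, ATP was read by Kinase-Glo Plus luminescence end-point.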
BAZ2B inh: blocks human BAZ2B | AlphaScreen BAZ2B-H3K14Ac peptide displacement | Potency, µM (top dose mostly 114 µM), inactives show top-dose activity change, negative = inhibition, usual class: inhibitors | Q9UIF8 | 360,000 tested, 4.4% active; note: potency is the fitted concentration of half-maximal effect; % is set by controls: 0 for no effect and ±100 for the full control effect; nearly all actives have a fitted effect of over 60% in size
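In this displacement format the biotinylated H3(5-23) peptide acetylated at Lys14 serves as ligand at 50 nM, with BAZ2B at 50 nM in PBS pH 7.4 containing 0.01% Tween-20. Donor and acceptor beads are 10 ug/mL final.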
Active calls of the source: *; [ ] = another dose, or the depositor's remark. Unless noted, calls come from the whole dose curve; as a rule, active = well fitted curve in the direction sought with a large enough effect; inconclusive = small, poorly fitted or top-dose-only effect, or another doubt; inactive = no such curve, though single readings can be large; an effect the other way counts as inactive or inconclusive.

Screening O=C(CCN1CCCCC1c1cccnc1)NCc1ccccc1 (stereo not drawn) returned ERG-DNA inh 2%, HP1b binding inh 53%[activator], JMJD2A Tudor inh -2%, G9a block inconclusive, GLS inhibitor -2%, Pin1 inhibitor -2%, PI4K2A block 2, PGK inhibitor inactive and BAZ2B inh 3%.
`S=C1N(c2ccccc2)C(c2ccc(Cl)cc2)N2CCCN12` (stereo not drawn) gave ERG-DNA inh 0%, HP1b binding inh 48%, JMJD2A Tudor inh 3%, G9a block 21%[12.7 µM], GLS inhibitor 40%[activator], Pin1 inhibitor -2%, PI4K2A block 3, PGK inhibitor 2% and BAZ2B inh 5%.
Screening NC(=O)COc1cccc2cccnc12 returned ERG-DNA inh -1%, HP1b binding inh 22%, JMJD2A Tudor inh 5%, G9a block 45µM*, GLS inhibitor -8%, Pin1 inhibitor -9%, PI4K2A block 3, PGK inhibitor 6% and BAZ2B inh 0%.
`CC(C)(C)CC(=O)Nc1nn[nH]n1` gave HP1b binding inh -23%, JMJD2A Tudor inh 56µM*, G9a block inconclusive, GLS inhibitor 21%, Pin1 inhibitor inconclusive, PI4K2A block -3, PGK inhibitor -6% and BAZ2B inh 79µM*.
For Cc1ccc(N2C(=O)C3C(C2=O)C2C=CC3C23CC3)cc1 (stereo not drawn) the results were ERG-DNA inh 0%, HP1b binding inh 32%, JMJD2A Tudor inh 2%, G9a block -4%, GLS inhibitor 1%, Pin1 inhibitor -2%, PI4K2A block 5, PGK inhibitor -5% and BAZ2B inh 2%.
Screening O=C(NCC(c1cccs1)N1CCOCC1)C1CCN(S(=O)(=O)c2cccc(C(F)(F)F)c2)CC1 (stereo not drawn) returned ERG-DNA inh 0%, HP1b binding inh 22%, JMJD2A Tudor inh -6%, G9a block inconclusive, GLS inhibitor -7%, Pin1 inhibitor -8%, PI4K2A block -4, PGK inhibitor -8% and BAZ2B inh -3%.
CCN(CC(=O)NCc1cccs1)C(=O)C1CC(=O)N(c2ccc(OC)cc2OC)C1 (stereo not drawn) was read as ERG-DNA inh -2%, HP1b binding inh 15%, JMJD2A Tudor inh -20%, G9a block -2%[59 µM], GLS inhibitor 2%, Pin1 inhibitor -6%, PI4K2A block 6, PGK inhibitor inactive and BAZ2B inh 8%.
`CCn1c(/C(C#N)=C(\O)CCc2ccccc2)nc2ccccc21` gave ERG-DNA inh -10%, HP1b binding inh 8%, JMJD2A Tudor inh -26%, G9a block -8%[12.7 µM], GLS inhibitor 0%, Pin1 inhibitor 8%, PI4K2A block 4, PGK inhibitor 4% and BAZ2B inh -4%.
Screening Cc1ccc(-c2nc(C(=O)NCc3ccccc3Cl)c3n2CCCCC3)cc1 returned ERG-DNA inh -1%, HP1b binding inh -5%, JMJD2A Tudor inh -18%, G9a block -9%[59 µM], GLS inhibitor -6%, Pin1 inhibitor 1%, PI4K2A block -1, PGK inhibitor 1% and BAZ2B inh -32%.
`COc1ccc(N2C(=O)CC(c3ccc(OC(C)C)cc3)C2=O)cc1` (stereo not drawn) gave ERG-DNA inh -6%, HP1b binding inh 22%, JMJD2A Tudor inh -19%, G9a block 6%, GLS inhibitor -14%, Pin1 inhibitor -2%, PI4K2A block 1, PGK inhibitor -9% and BAZ2B inh -4%.
Screening COc1ccc(Nc2nc(C)c(-c3ccccc3)s2)cc1 returned ERG-DNA inh 2%, HP1b binding inh inconclusive, JMJD2A Tudor inh inconclusive, G9a block inconclusive, GLS inhibitor 21%, Pin1 inhibitor -2%, PI4K2A block -2, PGK inhibitor -7% and BAZ2B inh 16%.
For O=C(Nc1ccc2c(c1)OCO2)C1CCCN(S(=O)(=O)c2cccs2)C1 (stereo not drawn) the results were ERG-DNA inh 4%, HP1b binding inh -7%, JMJD2A Tudor inh -15%, G9a block -43%[59 µM], GLS inhibitor 1%, Pin1 inhibitor 3%, PI4K2A block -1, PGK inhibitor -1% and BAZ2B inh -11%.
`O=C(O)c1ccc(/C=N/Nc2nnnn2-c2ccccc2)cc1` gave ERG-DNA inh -3%, HP1b binding inh 49%[activator], JMJD2A Tudor inh -10%, G9a block 15%[59 µM], GLS inhibitor -19%, Pin1 inhibitor -4%, PI4K2A block -1, PGK inhibitor inactive and BAZ2B inh 6%.
`O=C(Nc1ccc(Br)cc1)c1ccc(F)c(S(=O)(=O)N2CCN(c3ccccn3)CC2)c1` gave ERG-DNA inh -9%, HP1b binding inh 46%[activator], JMJD2A Tudor inh 1%, G9a block 0%, GLS inhibitor -22%, Pin1 inhibitor 12%, PI4K2A block -3, PGK inhibitor inactive and BAZ2B inh -5%.
CCN(CC)C(=O)c1[nH]cnc1C(=O)NCc1ccc(CNC(=O)OC(C)(C)C)cc1 was read as ERG-DNA inh 0%, HP1b binding inh 8%, JMJD2A Tudor inh -26%, G9a block 6%[0.501 µM], GLS inhibitor -1%, Pin1 inhibitor 1%, PI4K2A block 4, PGK inhibitor -2% and BAZ2B inh -9%.
For O=C(CCl)Nc1nc(-c2ccco2)c(-c2ccco2)s1 the results were ERG-DNA inh -2%, HP1b binding inh inconclusive, JMJD2A Tudor inh inconclusive, G9a block 11µM*, GLS inhibitor 2%, Pin1 inhibitor 33%[activator], PI4K2A block -6, PGK inhibitor -4% and BAZ2B inh 50µM*.
Screening O=C(Cn1c2c(c(-c3ccccc3)cc1=O)CCCC2)N1CCCCCC1 returned ERG-DNA inh 8%, HP1b binding inh 28%, JMJD2A Tudor inh -6%, G9a block -10%, GLS inhibitor -8%, Pin1 inhibitor 1%, PI4K2A block 7, PGK inhibitor -9% and BAZ2B inh -7%.
Screening Nc1nnc(SCC(=O)OCc2ccc(F)cc2)s1 returned ERG-DNA inh 3%, HP1b binding inh -3%, JMJD2A Tudor inh -12%, G9a block 7%[59 µM], GLS inhibitor -6%, Pin1 inhibitor -3%, PI4K2A block -4, PGK inhibitor inactive and BAZ2B inh -3%.
COc1cc(C(=O)NCC2CCCCC2)ccc1OCc1c(C)noc1C was read as ERG-DNA inh 3%, HP1b binding inh 54%[activator], JMJD2A Tudor inh 7%, G9a block 4%[59 µM], GLS inhibitor 0%, Pin1 inhibitor -1%, PI4K2A block 1, PGK inhibitor -2% and BAZ2B inh -1%.
Cc1cc(C(=O)O)n(C(C)(C)C)n1 was read as ERG-DNA inh 0%, HP1b binding inh 13%, JMJD2A Tudor inh -7%, G9a block 6%, GLS inhibitor -1%, Pin1 inhibitor -4%, PI4K2A block -1, PGK inhibitor -3% and BAZ2B inh -1%.
O=C(Cc1ccc([N+](=O)[O-])cc1)N1CCc2ccccc2C1 was read as ERG-DNA inh 13%, HP1b binding inh 4%, JMJD2A Tudor inh -24%, G9a block -15%, GLS inhibitor -6%, Pin1 inhibitor -6%, PI4K2A block 2, PGK inhibitor -8% and BAZ2B inh -33%.
O=C(CCC(=O)Nc1nnc(C2CCCCC2)s1)NCC1CCCO1 (stereo not drawn) was read as ERG-DNA inh 1%, HP1b binding inh 13%, JMJD2A Tudor inh -9%, G9a block 0%, GLS inhibitor 22%, Pin1 inhibitor 2%, PI4K2A block 5, PGK inhibitor 0% and BAZ2B inh 5%.
Cc1ccc(S(=O)(=O)NC2CCCC(C(=O)O)C2)cc1 (stereo not drawn) was read as ERG-DNA inh inconclusive, HP1b binding inh 54%[activator], JMJD2A Tudor inh -13%, G9a block 13%[59 µM], GLS inhibitor 1%, Pin1 inhibitor -7%, PI4K2A block 1, PGK inhibitor -7% and BAZ2B inh 5%.
`O=C(CSc1ccc([N+](=O)[O-])cn1)Nc1cc(C(F)(F)F)ccc1N1CCOCC1` gave ERG-DNA inh -9%, HP1b binding inh -5%, JMJD2A Tudor inh -9%, G9a block -8%, GLS inhibitor -8%, Pin1 inhibitor 1%, PI4K2A block 2, PGK inhibitor -9% and BAZ2B inh -36%.
`CC1CCC(NC(=O)c2cc(S(=O)(=O)N3CCCCC3)ccc2N2CCOCC2)CC1` (stereo not drawn) gave ERG-DNA inh -19%, HP1b binding inh 28%, JMJD2A Tudor inh -10%, G9a block inconclusive, GLS inhibitor 7%, Pin1 inhibitor -6%, PI4K2A block -1, PGK inhibitor 1% and BAZ2B inh 1%.
`O=C(O)c1cccc(Oc2ccc([N+](=O)[O-])cc2)c1` gave ERG-DNA inh 9%, HP1b binding inh 12%, JMJD2A Tudor inh -11%, G9a block -9%[59 µM], GLS inhibitor 12%, Pin1 inhibitor 6%, PI4K2A block -6, PGK inhibitor -9% and BAZ2B inh -2%.
`O=C(Cn1cccc1C(=O)c1ccccc1)NCCc1ccccc1` gave ERG-DNA inh 5%, HP1b binding inh 12%, JMJD2A Tudor inh -14%, G9a block -9%, GLS inhibitor 1%, Pin1 inhibitor -13%, PI4K2A block -2, PGK inhibitor 0% and BAZ2B inh 5%.
Screening CCCC(=O)N1c2ccccc2-c2nnc(SC)nc2OC1c1sccc1C (stereo not drawn) returned ERG-DNA inh 11%, HP1b binding inh -5%, JMJD2A Tudor inh -20%, G9a block inconclusive, GLS inhibitor 2%, Pin1 inhibitor -2%, PI4K2A block -1, PGK inhibitor -5% and BAZ2B inh inconclusive.

Screens: PubChem, National Center for Advancing Translational Sciences (NCATS)
